# From PubChem
# PPC-1+TRAIL kill = PPC-1 cancer cell killing with TRAIL present; PPC-1 cells + TRAIL, ATPLite viability luminescence; cell killing (% activity), % at 4 µM; actives 0.41% (n = 220,000); AID 1443;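 active = cell killing above 50% in the first pass at 4 µM, then a duplicate retest at 5 µM averaging 50% or more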;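 note: plate controls were cells with TRAIL plus DMSO for no effect and medium-only wells lacking cells for full effect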
# NCF1 inh = p47phox (human) inhibition | P14598 | p47phox/p22phox peptide binding, fluorescence polarization, 2 h | inhibition, % at 24.7 µM | actives 0.53% (n = 220,000) | AID 1274;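 active = inhibition above about 30%, limit read from the data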;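 note: 0% = p47phox with labelled peptide and 100% = labelled peptide alone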
# Target sequence (P14598 whole entry, looked up): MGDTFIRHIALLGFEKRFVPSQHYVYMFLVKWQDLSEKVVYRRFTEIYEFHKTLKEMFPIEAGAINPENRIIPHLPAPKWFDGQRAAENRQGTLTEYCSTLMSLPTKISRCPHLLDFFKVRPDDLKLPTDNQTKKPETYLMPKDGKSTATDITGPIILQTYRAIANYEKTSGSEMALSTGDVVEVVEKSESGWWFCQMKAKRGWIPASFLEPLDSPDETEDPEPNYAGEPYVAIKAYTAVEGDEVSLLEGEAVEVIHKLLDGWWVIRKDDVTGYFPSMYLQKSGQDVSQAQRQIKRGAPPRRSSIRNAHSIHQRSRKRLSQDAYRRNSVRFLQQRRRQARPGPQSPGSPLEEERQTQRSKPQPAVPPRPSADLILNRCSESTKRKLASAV
# MDM2 E3 inh = inhibitors of human Mdm2 E3 ubiquitin ligase; AID 1230; signal enhancement, % at 5 µM; actives 0.11% (n = 210,000); cell-based MDM2 ubiquitination luciferase reporter, 2 h; 0 = plate control, 100 = twice control, blank-subtracted; Q00987;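 active = signal enhancement of 30% or more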;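 note: luminescence tracks abundance of the self-degrading MDM2-luciferase fusion protein; higher signal means inhibition of MDM2 E3 ligase activity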
# Target sequence (Q00987 whole entry, looked up, the tested form may be a part): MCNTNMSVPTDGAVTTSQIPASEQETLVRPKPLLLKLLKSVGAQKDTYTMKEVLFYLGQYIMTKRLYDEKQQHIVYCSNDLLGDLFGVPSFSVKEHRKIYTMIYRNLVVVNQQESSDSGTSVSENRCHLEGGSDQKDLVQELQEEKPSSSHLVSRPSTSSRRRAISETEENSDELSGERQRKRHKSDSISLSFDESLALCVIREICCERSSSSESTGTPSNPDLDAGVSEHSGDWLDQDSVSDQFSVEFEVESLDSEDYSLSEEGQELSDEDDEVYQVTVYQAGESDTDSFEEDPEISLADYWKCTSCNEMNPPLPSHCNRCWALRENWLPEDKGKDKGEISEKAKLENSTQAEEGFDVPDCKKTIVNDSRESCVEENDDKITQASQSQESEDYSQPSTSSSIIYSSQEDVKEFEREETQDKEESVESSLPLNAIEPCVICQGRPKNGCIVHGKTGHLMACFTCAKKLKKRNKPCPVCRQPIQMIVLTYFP
#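 Buffer or medium: Cells held in DMEM | Assay system: Stable mammalian line carrying autodegrading MDM2–luciferase fusion reporter | Quantity: 2000 cells/well | Times: 4 h settle plus 2 h compound, 37 °C | Doses: One concentration, 5 µM, with 0.2% DMSO | Technique: Luminescence with SteadyLite reagent, 15 min at room temperature | Benchmarks: Plate controls and plate blanks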
# Runt-SMMHC FRET = inhibitors of human RUNX1 Runt domain binding to CBFb-SMMHC; Q01196+Q13951; Cerulean-Runt/Venus-CBFb-SMMHC FRET ratio 530/480, 1 h; inhibition, % at 20 µM; actives 0.74% (n = 220,000);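 active = mean inhibition across duplicate retests at 20 µM reaching about 50%, limit read from the data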;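 note: 0% = DMSO wells and 100% = wells with excess untagged CBFb-SMMHC; inhibitors lower the FRET ratio by blocking Runt binding to CBFb-SMMHC; some results filed as inactive read as strong as hits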
# CHOP inh = CHOP inhibition in unfolded protein response | CHO-K1 CHOP-promoter luciferase, tunicamycin-induced, 15-18 h | inhibition, % at 10 µM | actives 3.8% (n = 220,000);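 active = compounds that reduced the stress-induced luciferase reporter signal by more than about 70% of percent inhibition, limit read from the data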;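 note: 0% = tunicamycin plus vehicle and 100% = wells without tunicamycin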
# zfTRPN1 agonist = activates the zebrafish TRPN1 channel | activation, % at 3 µM | actives 0.18% (n = 220,000) | HEK293 zebrafish TRPN1-YFP, Fluo-8 calcium fluorescence; 100% = response to 87 µM carbachol;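 active = activation above its plate's cutoff, the mean activation of test wells on that plate plus 3 SD, cut at about 19% in these data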;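 note: 0% = DMSO alone and 100% = 87 µM carbachol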
#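 System: zebrafish TRPN1-YFP in HEK293 cells / Dosing: 3 µM single point / Timing: dye loading 1 h at 37 °C, then 30 min room temperature / Signal: Fluo-8 calcium fluorescence, excitation 470-495 nm, emission 515-575 nm / Read-out basis: percent activation from peak over basal fluorescence ratio, control-normalized / Control set: high carbachol 87 µM, low DMSO alone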
# TRPML3 ag = activates the human TRPML3 channel | HEK293 TRPML3-YFP, Fluo-8 calcium fluorescence; 100% = the carbachol control signal | actives 0.29% (n = 220,000) | AID 1448 | activation, % at 3 µM | Q8TDD5;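 active = activation above its plate's cutoff, the mean activation of the plate's test wells plus 3 SD, cut at about 12% in these data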;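 note: 0% = DMSO only wells and 100% = carbachol wells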
#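 Test system: TRPML3-YFP stable HEK293 cells. Doses: single point at 3 µM. Incubation: dye loading 1 h 37 °C then 30 min ambient, 125 s read. Signal: Fluo-8 calcium dye fluorescence, ex 470-495, em 515-575 nm. Measure: percent activation from peak-to-basal fluorescence ratio, scaled between DMSO and carbachol.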
# TNF death inh = TNF-alpha cell death inhibition in Jurkat FADD-/- cells; activation (protection from cell death), % at 10 µM; Jurkat FADD-/- TNF necroptosis rescue, ATP luminescence, 24 h; 0 = TNF only, 100 = no-TNF cells; AID 463075; actives 0.068% (n = 220,000);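 active = activation, meaning protection from cell death, of at least 50% relative to plate controls; inactive = activation below 50%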;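 note: necroptosis triggered by 40 ng/mL TNF-alpha added together with compound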
# EBV gp42 inh = inhibitors of Epstein-Barr virus glycoprotein 42 | Fluorescence polarization binding assay, mP read-out | inhibition, % (tested at 21.74 µM) | actives 0.42% (n = 220,000) | AID 1085; in the data active = inhibition above about 50%
# An asterisk follows results filed as active; x = not tested or not shown.
1) COc1ccc(OC)c(Cc2nnc(CCC(=O)NC(C3CC3)C3CC3)o2)c1
2) Cc1cc(NC(=O)CSc2nnc(-c3ccco3)n2Cc2ccco2)no1
3) CCN(CC)c1cc(Cl)nc(N)n1
4) O=C(c1ccccc1Cl)N(Cc1ccc(Cl)c(Cl)c1)N1C(=O)CCCC1=O
5) Cc1[nH]c2ccccc2c1C(=O)CSC(=S)N1CCOCC1
6) CCCNc1ncnc2sc(C)c(C)c12
7) CCCCC(C)n1[nH]c(=O)c2c(C)cc(C)nc21 (centres undefined)
8) O=C(O)c1ccc(NS(=O)(=O)c2ccc3c(c2)OCCO3)cc1
entry no.,1,2,3,4,5,6,7,8
PPC-1+TRAIL kill,x,7,10,14,6,-12,15,3
NCF1 inh,4,-8,3,8,-22,-15,-11,-7
MDM2 E3 inh,2,-4,-8,-5,-9,11,-7,-6
Runt-SMMHC FRET,x,1,-4,0,2,-1,1,-6
CHOP inh,-17,8,-2,32,-6,50,11,-1
zfTRPN1 agonist,0.3,-0.7,-2.6,0.7,3.8,0.3,0.8,x
TRPML3 ag,-0.1,0.6,0.1,0.3,0.7,0.5,0.0,x
TNF death inh,0.1,0.0,-0.2,0.2,-2.6,-5.9,1.3,0.1
EBV gp42 inh,-4,-12,-9,12,-25,-14,-4,-3

9) O=Cc1cn(CC(=O)NCC2CCCO2)c2ccccc12 (centres undefined)
10) CCCCCn1c(=O)[nH]c2cc(C(=O)NCCCN(CC)CC)ccc2c1=O
11) Cn1nc(C(F)(F)F)c(/C=N/OCc2c(Cl)cccc2Cl)c1Cl
12) COc1ccccc1C(=O)/C=C/c1ccc(N2CCCCC2)c([N+](=O)[O-])c1
13) C#CCOCCOCCOCCNc1nc(N2CCN(C(=O)[C@H]([C@@H](C)CC)n3cc([C@@H](N)CO)nn3)CC2)nc(N2CCN(C(=O)[C@H](Cc3ccc(O)cc3)n3cc([C@@H](N)CC(C)C)nn3)CC2)n1
14) CCc1nnc(NC(=O)CSc2nc3c(c(=O)n2CC)SC(C)C3)s1 (centres undefined)
15) COc1ccccc1C(=O)Nc1ccccc1SC
16) CC(C)CC(NC(=O)C(NC(=O)OC(C)(C)C)C(C)C)C(N)=O (centres undefined)
entry no.,9,10,11,12,13,14,15,16
PPC-1+TRAIL kill,9,4,-2,-11,3,-15,8,6
NCF1 inh,-11,-3,-6,-4,1,1,-18,-5
MDM2 E3 inh,x,-14,6,-12,x,1,1,8
Runt-SMMHC FRET,4,1,-9,0,-1,1,4,0
CHOP inh,21,28,21,-35,-18,37,34,45
zfTRPN1 agonist,0.3,2.8,1.4,0.1,1.8,2.2,-2.1,-1.2
TRPML3 ag,-0.2,-0.2,0.1,0.4,0.4,0.2,-1.0,0.8
TNF death inh,-1.8,-0.4,-3.3,-4.5,-0.6,1.4,-1.3,0.7
EBV gp42 inh,-8,-1,-14,-4,1,-13,-17,-14

17) COc1ccc(-c2nc3nc(C)c(Cc4ccccc4)c(=O)n3[nH]2)cc1
18) CCN(CC(=O)NC(C)C)Cc1nc2c(Br)cc(Br)cc2c(=O)[nH]1
19) Clc1ccc(Cn2cc(Br)cn2)cc1Cl
20) COc1cc2[nH]c(=O)n(CCCCCC(=O)N3CCN(c4ccccc4)CC3)c(=O)c2cc1OC
21) Cc1ccc(-c2cc(C(=O)NCc3cnn(C)c3C)c3cc(Br)ccc3n2)cc1
22) Cc1ccc(Nc2nc(-c3ccc(O)c(O)c3)cs2)nc1
23) Cc1ccc(S(C)(=O)=O)cc1S(=O)(=O)Nc1cccc(Cl)c1
24) N#CC1=C(N)N(c2ccccc2)C(c2cccc([N+](=O)[O-])c2)C1(C#N)C#N (centres undefined)
entry no.,17,18,19,20,21,22,23,24
PPC-1+TRAIL kill,26,12,-6,35,18,0,-10,5
NCF1 inh,-9,-37,0,1,12,-6,-6,6
MDM2 E3 inh,-8,-5,-22,-38,-8,-5,-8,-7
Runt-SMMHC FRET,4,-20,0,0,-5,20,1,1
CHOP inh,-3,14,63,31,78*,10,30,9
zfTRPN1 agonist,-0.9,1.9,-2.1,2.2,0.4,-2.1,-0.8,-0.7
TRPML3 ag,0.7,0.7,-1.3,-0.3,0.2,0.3,0.8,0.1
TNF death inh,-1.0,1.4,11,-8.5,-7.6,-6.9,-0.4,-3.8
EBV gp42 inh,-1,-13,4,4,-22,-9,13,-12

25) c1ccc(Cn2nnnc2-c2ccco2)cc1
26) CCCCNC(=S)NNC(=O)c1ccco1
27) CC1=NN(c2ccc(S(=O)(=O)O)cc2C)C(=O)C1
28) COc1cc(Br)c(CC(=O)O)cc1OC
29) O=C1CCC(=O)c2oc3ccccc3c2N1
30) O=C(Nc1c(-c2ccccc2)nc2ccc(Cl)cn12)c1cccs1
31) CCCC1S/C(=N/N=C/c2ccc(C)cc2)N(Cc2ccc(OC)cc2)C1=O (centres undefined)
32) CN(Cc1cccs1)C(=O)COc1cccc(-n2cnnn2)c1
entry no.,25,26,27,28,29,30,31,32
PPC-1+TRAIL kill,1,0,11,3,-18,19,19,7
NCF1 inh,-18,-1,3,-6,-21,-1,-7,-4
MDM2 E3 inh,1,-15,-10,-1,-8,-3,-15,-18
Runt-SMMHC FRET,-2,5,-3,-1,4,-1,0,1
CHOP inh,-9,2,22,10,18,-5,48,9
zfTRPN1 agonist,1.6,0.9,0.3,x,1.4,-0.9,0.7,0.4
TRPML3 ag,0.2,-0.1,0.4,x,0.9,0.6,0.4,-0.2
TNF death inh,-2.8,-1.7,0.5,x,0.5,0.7,-0.1,1.5
EBV gp42 inh,-14,-10,-10,-16,-20,6,-8,-1

# Only MDM2 E3 inh, for some of the entries so far:
nr	canonical_smiles	MDM2 E3 inh
27	CC1=NN(c2ccc(S(=O)(=O)O)cc2C)C(=O)C1	-10
28	COc1cc(Br)c(CC(=O)O)cc1OC	-1
29	O=C1CCC(=O)c2oc3ccccc3c2N1	-8
30	O=C(Nc1c(-c2ccccc2)nc2ccc(Cl)cn12)c1cccs1	-3

# (continued)
33) CC(C)(C)c1ccccc1NC(=O)Cn1cnc2cc([N+](=O)[O-])ccc2c1=O
34) CCN(CC)CCNC(=O)Cn1nc(-c2ccc(C)cc2)ccc1=O
35) Clc1ccc(SCCn2ccnc2)cc1
36) COc1cccc2cc(C(C)N(CCCN3CCOCC3)C(=S)Nc3ccc(C)cc3)oc12 (centres undefined)
37) Cc1ccccc1Nc1nc(-c2cccnc2)nc2ccccc12
38) O=C(CSc1nnc(CNc2ccc(Cl)cc2)o1)Nc1nc2c(s1)CCCC2
39) COc1ccc(/C=N/NC(=O)c2ccn[nH]2)cc1COc1ccc(F)cc1
40) O=C(CC1Sc2ccccc2NC1=O)OC(C(=O)NCCc1ccccc1)c1cccnc1 (centres undefined)
entry no.,33,34,35,36,37,38,39,40
PPC-1+TRAIL kill,-5,-18,16,15,-10,21,5,11
NCF1 inh,-4,-7,-12,-5,-52,-5,-8,-1
MDM2 E3 inh,-8,-15,-20,-16,0,-9,-8,-17
Runt-SMMHC FRET,0,-2,4,1,-3,4,0,-3
CHOP inh,35,86*,-3,29,37,48,-20,30
zfTRPN1 agonist,-0.7,1.4,1.5,-0.1,-1.8,0.0,0.5,0.5
TRPML3 ag,-1.8,-0.3,0.1,0.7,1.0,0.8,0.2,-0.2
TNF death inh,3.2,-5.3,3.3,1.0,0.5,-0.1,-5.2,0.1
EBV gp42 inh,-13,-10,6,7,-8,-10,-2,2

# The list goes on; it opens with the 4 that closed the last part.
37) Cc1ccccc1Nc1nc(-c2cccnc2)nc2ccccc12
38) O=C(CSc1nnc(CNc2ccc(Cl)cc2)o1)Nc1nc2c(s1)CCCC2
39) COc1ccc(/C=N/NC(=O)c2ccn[nH]2)cc1COc1ccc(F)cc1
40) O=C(CC1Sc2ccccc2NC1=O)OC(C(=O)NCCc1ccccc1)c1cccnc1 (centres undefined)
41) Cc1cccc(NC(=O)C23CCC(C)(C2Br)C3(C)C)c1 (centres undefined)
42) CCOc1nc(SCCOc2ccccc2)nc(N(C)C)n1
43) COc1cccc2c(=S)c(CCC(C)=O)c(C)[nH]c12
44) Cc1sc2ncnc(N/N=C/c3ccc(O)cc3)c2c1C
45) Cc1ccc(O)c(C2=Nc3ccccc3N=C(c3cccs3)C2)c1
46) Cc1cccc(C)c1OC(=O)CCN1C(=O)C2C3C=CC(C4CC34)C2C1=O (centres undefined)
47) OCCC1CN(Cc2cccn2-c2ncccn2)CCN1CCc1ccccc1 (centres undefined)
48) Nc1nc(-c2ccccc2)cc(C(F)(F)F)n1
49) COc1ccc2c(=O)c3c(=O)n(-c4ccccc4)c(-c4ccc(C)cc4)nc3oc2c1
50) CC(=O)c1ccc(Oc2cc(-c3ccccc3)nc(-c3ccccc3)n2)cc1
entry no.,37,38,39,40,41,42,43,44,45,46,47,48,49,50
PPC-1+TRAIL kill,-10,21,5,11,21,-14,4,11,14,12,33,-8,22,-5
NCF1 inh,-52,-5,-8,-1,4,-10,3,-6,-12,-7,-2,-9,-9,-11
MDM2 E3 inh,0,-9,-8,-17,-21,-14,-16,-4,-3,-13,-12,-19,8,-1
Runt-SMMHC FRET,-3,4,0,-3,0,-4,46,2,-25,1,1,-119,-1,-1
CHOP inh,37,48,-20,30,49,-5,-15,27,29,15,16,19,10,31
zfTRPN1 agonist,-1.8,0.0,0.5,0.5,-3.0,-1.2,1.7,0.1,-0.6,2.0,-0.8,-1.3,-0.7,1.7
TRPML3 ag,1.0,0.8,0.2,-0.2,-1.7,0.3,0.5,0.6,0.3,1.6,0.5,0.2,0.8,0.5
TNF death inh,0.5,-0.1,-5.2,0.1,-2.2,0.5,-0.2,4.7,0.6,1.5,0.5,-3.3,-2.2,0.7
EBV gp42 inh,-8,-10,-2,2,-6,-17,-36,-21,-15,-8,-9,-8,-9,5

# Hits appear at their usual frequency; about 5.9% have a hit in one of these screens.
